# Assay outcomes deposited in PubChem by National Center for Advancing Translational Sciences (NCATS).
# ELG1 repair inh: qHTS screen for small molecules that inhibit ELG1-dependent DNA repair in human embryonic kidney (HEK293T) cells expressing luciferase-tagged ELG1; HEK293T ELG1-luciferase reporter, luminescence, 16 h; DNA damage induced by 5-fluorouridine; Potency, µM (highest dose often 46.1 µM), inactives show at the highest dose activity change, negative = inhibition, hits mostly inhibitors; actives 2.3% (n = 330,000); further: potency means the concentration at half of the fitted maximal effect; on the % scale 0 is the no-effect control and ±100 the full control effect; nearly all actives have a fitted effect of over 55% in size
#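 DMSO vehicle served as the neutral condition. Each well held 2,000 cells given 5-fluorouridine plus compound; after 16 hr at 37 °C/5% CO2, ONE-Glo was added and luciferase measured 30 min later.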
# KCNH2 WT inh: qHTS for Inhibitors of KCHN2 3.1: Wildtype qHTS; AID 720551, 2013; U2OS, BacMam KCNH2, thallium flux FluxOr; active compounds read low; actives 0.37% (n = 340,000); activity change, % at 1.84 µM; Voltage-gated inwardly rectifying potassium channel KCNH2 (Homo sapiens), Q12809;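 active means maximum activity change below -70%; inconclusive means maximum activity change between -70% and -50%; inactive means maximum activity change above -50%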; further: on the % scale 0 is the no-effect control and ±100 the full control effect
#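 U2OS cells transduced with wild-type KCNH2 virus are loaded with FluxOr dye for 45 min, and thallium flux is measured in kinetic reads before and after stimulation buffer. Rate constants are normalized to DMSO controls.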
# USP2a block: qHTS Assay for Inhibitors of Ubiquitin-specific Protease USP2a Using CHOP2 as the Reporter. actives 0.01% (n = 330,000). USP2 core, Ub-CHOP2 coupled fluorogenic reporter, 485/531. Ubiquitin carboxyl-terminal hydrolase 2 (Homo sapiens), O75604. Potency, µM (titrated, usually from 38.3 µM), without a hit: top-dose activity change, negative = inhibition, most hits filed as inhibitors;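 further: potency means the concentration at half of the fitted maximal effect; plate controls were DMSO wells for no effect and full inhibition by NEM control for full effect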
# Target sequence (O75604 whole entry, looked up): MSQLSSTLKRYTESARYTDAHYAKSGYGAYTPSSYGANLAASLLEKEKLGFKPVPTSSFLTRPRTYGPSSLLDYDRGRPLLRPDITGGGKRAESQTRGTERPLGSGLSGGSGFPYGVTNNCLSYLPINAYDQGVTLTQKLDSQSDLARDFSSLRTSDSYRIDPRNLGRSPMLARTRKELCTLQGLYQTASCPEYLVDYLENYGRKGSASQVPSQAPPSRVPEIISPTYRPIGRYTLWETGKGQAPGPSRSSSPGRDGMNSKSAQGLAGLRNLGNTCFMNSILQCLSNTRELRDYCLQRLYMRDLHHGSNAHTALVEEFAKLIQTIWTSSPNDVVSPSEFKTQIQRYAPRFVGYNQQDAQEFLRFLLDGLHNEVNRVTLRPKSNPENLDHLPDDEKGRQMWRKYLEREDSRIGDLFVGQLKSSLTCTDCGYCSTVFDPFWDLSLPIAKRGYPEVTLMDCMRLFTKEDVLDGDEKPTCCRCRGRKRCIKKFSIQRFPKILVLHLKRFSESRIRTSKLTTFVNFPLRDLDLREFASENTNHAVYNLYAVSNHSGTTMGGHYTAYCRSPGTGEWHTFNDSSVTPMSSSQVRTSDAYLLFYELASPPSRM
#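 Cell-free coupled assay: 10nM USP2 core preincubated 30min RT with compound in Tris-HCl pH 8.0/CaCl2/CHAPS buffer, then 25nM Ub-CHOP2 and 25nM reporter substrate; fluorescence (Ex 485/Em 531) read after 60min RT, normalized to NEM inhibition, concentration-response curves fitted.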
# KCNH2 3.1 block: qHTS for Inhibitors of KCHN2 3.1: Mutant qHTS; U2OS KCNH2 3.1, thallium flux FluxOr; active compounds read low; activity change, % (tested at about 1.8 µM); actives 0.95% (n = 340,000);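 active means maximum activity change below -70%; inconclusive means maximum activity change from -70% to -50%; inactive means maximum activity change above -50%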;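 further: thallium influx rate constant from kinetic fluorescence after stimulation buffer; on the % scale 0 is the no-effect control and ±100 the full control effect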
#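 Channel expression came from 3.1 mutant virus (1.77 x 10^8 /mL) applied to suspended U2OS cells for 4 h. Flux was tracked with FluxOr dye plus Red40 quencher, and kinetic rate constants normalized to controls.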
# A-T KAP1 phos: qHTS Assay for Identifying a Potential Treatment of Ataxia-Telangiectasia; […] A-T fibroblasts, KAP-1 phosphorylation AlphaLISA; neocarzinostatin DNA damage 30 min before lysis; Potency, µM (highest dose often 57.5 µM), without a hit: at the highest dose activation, most hits filed as activators; actives 0.19% (n = 320,000); AID 485349, 2010; further: potency means the concentration at half of the fitted maximal effect; % of control where 0% means no effect; nearly all actives have a fitted effect of over 45% in size
#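 hTERT-immortalized A-T patient fibroblasts ([…]), 500 cells/well in OPTI-MEM, 1% FBS, got compounds for 60 min, then NCS for 30 min at 37C. Lysates were then assayed for phospho-KAP-1 by AlphaLISA (anti-pKAP1 donor, anti-KAP1 acceptor beads), 6 hr at 25C.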
# TSHR antagonist: Antagonists of the Thyroid Stimulating Hormone Receptor: HTS campaign | Thyrotropin receptor (Homo sapiens), P16473 | TSHR-expressing cells, TSH-stimulated cAMP HTRF, 2 h; active compounds read low | activity change, negative = inhibition, % at 11.5 µM | actives 0.2% (n = 330,000) | AID 504810, 2011;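 active means activity change below a set negative limit, meaning inhibition stronger than a set level, cut at about -70% in these data; inconclusive means activity change between two set negative limits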; further: on the % scale 0 is the no-effect control and ±100 the full control effect
#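 Competitive HTRF cAMP read-out (cryptate anti-cAMP antibody, cAMP-d2; 30 min, room temperature) in freshly harvested TSHR cells. Compounds added before TSH at EC80 (4nM final), followed by 2 hours' incubation at 37 deg C.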
# TCR act: Activators of T cell receptors: qHTS campaign. primary human leukocytes, anti-CD3, IL-2 HTRF, 48 h. Potency, µM (series often up to 9.22 µM), inactives show top-dose activation of IL-2 secretion, usual class: activators. 330,000 tested, under 10 active; further: % of control where 0% means no effect
#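 Human primary leukocytes + a-CD3 beads + cpd, 48 hr; IL-2 in supernatant by HTRF (ex 320nm / em 665nm). No co-stimulatory signal supplied.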
# Mito fusion yeast: qHTS Assay for Small Molecule Inhibitors of Mitochondrial Division or Activators of Mitochondrial Fusion; S. cerevisiae fusion-defective mutant growth rescue, CellTiterGlo 48 h; Potency, µM (series often up to 46.1 µM), inactives show at the top dose growth rescue (activation), usual class: activators; actives 0.23% (n = 320,000);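 further: potency means the concentration at half of the fitted maximal effect; % of control where 0% means no effect; nearly all actives have a fitted effect of over 45% in size; temperature-sensitive fusion mutants such as fzo1-1 at 37 °C on non-fermentable ethanol glycerol medium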
#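 Compounds are tested for their ability to restore growth of mitochondrial fusion-defective yeast strains at non-permissive 37C in YPEG medium over 48 hours. Viability is quantified by luciferase luminescence.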
# TRPV1 agonist: HTS Assay for Compounds that Act as Agonists of the Vanilloid Receptor 1; TRPV1-expressing cells, Fluo-8 calcium influx, agonist mode; activation, % at 8.33 µM; actives 0.19% (n = 320,000); in the data active means activation above about 80%; inconclusive means between about 30% and that limit; further: 0% is about no effect
#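 Cells expressing TRPV1 were dye-loaded with Fluo-8 and read kinetically: 10 s baseline, 3 min after compound (agonist portion), then 2 min after EC20 capsaicin (allosteric enhancer portion). Calcium-bound dye fluorescence at 480/520 nm.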
# Eya2 phos inh: qHTS Assay for Inhibitors of the Phosphatase Activity of Eya2; Protein phosphatase EYA2 (Homo sapiens), O00167; recombinant Eya2, OMFP fluorescence dephosphorylation (OMFP is methylfluorescein phosphate); Potency, µM (top dose mostly 76.9 µM), without a hit: at the highest dose activity, negative = inhibition, hits mostly inhibitors; actives 0.006% (n = 330,000); further: potency means the concentration at half of the fitted maximal effect; on the % scale 0 is the no-effect control and ±100 the full control effect
#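 Eya2 protein (added as 0.2 uM solution) was preincubated with compound for 10 min at ambient temperature in 50 mM HEPES pH 7.5, 50 mM NaCl, 5 uM MgCl2, 0.05% BSA, 1 mM DTT. OMFP (added at 50 uM) then reacted 10 min; fluorescence read at 485/525 nm.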
# * = called active by the depositor; ? = inconclusive; / = no result given; [ ] = another dose, or the depositor's remark. Unless noted, the call rests on the fitted dose curve; in most records, active means well fitted curve in the direction sought with a large enough effect; inconclusive means small, poorly fitted or top-dose-only effect, or another doubt; inactive means no such curve, though single readings can be large; an effect the other way counts as inactive or inconclusive. A portion of the library; the hit share may differ from the screen's.
SMILES,ELG1 repair inh,KCNH2 WT inh,USP2a block,KCNH2 3.1 block,A-T KAP1 phos,TSHR antagonist,TCR act,Mito fusion yeast,TRPV1 agonist,Eya2 phos inh
Cc1cccc(Cn2c(NCC(C)O)nc3c2c(=O)n(C)c(=O)n3C)c1 (centres undefined),15µM*,5,-1%,-7,-6%,1,-16%,-10%,-4,-14%
COc1cccc(C2=NOC(C(=O)N3CCN(c4ccccc4)CC3)C2)c1OC (centres undefined),?,2,2%,2,6%,-6,-4%[46.1 µM],1%,0,-12%
Cc1ccc(CC(=S)N2CCOCC2)cc1,14%,-4,10%,/,1%,2,-4%,-6%,-1,7%
Cc1ccc(C)c(N(CC(=O)NCc2ccco2)C(=O)CCC(=O)Nc2nccs2)c1,4%,-2,-6%,15,-7%,22,-7%,-3%,5,-6%
CO/N=C/NC(=O)c1ccc([N+](=O)[O-])c(CS(=O)(=O)c2ccc(Cl)cc2)c1,-2%,3,-1%,-4,-1%,-12,4%,2%,-6,-25%
COc1ccc(N/N=C(/Oc2ccc([N+](=O)[O-])cc2)C(C)=O)cc1,0%,-5,-4%,-11,0%,12,-3%[46.1 µM],-1%,1,-7%
COCC(C)n1c(C)cc(C(=O)CSc2nc(C)c(C)c(C)n2)c1C (centres undefined),-22%,-1,9%,7,6%,-6,12%,-8%,3,-4%
CCOC(=O)CN1C(=O)C(=O)N(Cc2c(F)cccc2Cl)C1=O,-12%,10,1%,5,?,-3,-1%,2%,7,10%
CCN(c1ccccc1)S(=O)(=O)c1cc(C(=O)Nc2ccc(Br)cc2)ccc1F,?,1,-2%,15,7%,-32,16%,2%,22,-9%
O=c1[nH]c(C2CCCN(S(=O)(=O)c3ccccc3F)C2)nc2c1nnn2Cc1ccccc1Cl (centres undefined),-21%,3,2%,-18,-3%,-3,0%,-4%,-2,-6%
CCOC(=O)C1CCN(S(=O)(=O)c2ccc(CC)cc2)CC1,-1%,-1,3%,2,23%,14,-6%[46.1 µM],10%,-5,-8%
COc1cc(NC(=O)Cn2cnc(S(=O)(=O)N3CCc4ccccc43)c2)cc(OC)c1OC,7%,9,-2%,6,3%,-8,1%,-7%,3,4%
CC(C)C(=O)Nc1ccc(C(=O)CSc2nnc(C3CC3)n2C2CC2)cc1,-3%,21,3%,4,-2%,-14,-1%,-4%,0,23%
CNC(=O)C1CCCN1S(=O)(=O)c1ccc(OC)cc1 (centres undefined),15%,-1,2%,/,4%,15,-3%,-7%,5,11%
COc1cccc(/C(O)=C2/C(=O)C(=O)N(CCN(C)C)C2c2ccc(Br)cc2)c1 (centres undefined),-2%,-9,-1%,2,-1%,11,1%,1%,-2,-4%
COc1ccccc1/C=N/NC(=O)CCSc1ccccc1,-4%,20,-2%,1,0%,-9,2%,-7%,0,-1%
CCCNC(=O)c1ccccc1NC(=O)c1ccccc1N(C)S(=O)(=O)c1ccccc1,?,-1,-7%,12,-2%,7,4%[46.1 µM],-3%,24,-5%
CCc1ccc(OCCCC(=O)Nc2cccc(C(=O)O)c2)cc1,3%,-3,7%,-6,-7%,-10,-4%,3%,-1,20%
O=C(NCCCN=C1NS(=O)(=O)c2ccccc21)c1ccc(Cl)cc1,-19%,3,1%,-18,10%,-6,5%,2%,4,-7%
Cc1csc(SCC(=O)Nc2ccc(C)c(F)c2)n1,?,-17,4%,1,-2%,-3,17%,-2%,?,5%

# Rewritten with values under each structure: part of the list above
# Sequence of screens – ELG1 repair inh, KCNH2 WT inh, USP2a block, KCNH2 3.1 block, A-T KAP1 phos, TSHR antagonist, TCR act, Mito fusion yeast, TRPV1 agonist, Eya2 phos inh
Cc1cccc(Cn2c(NCC(C)O)nc3c2c(=O)n(C)c(=O)n3C)c1 (centres undefined)
 : 15µM*, 5, -1%, -7, -6%, 1, -16%, -10%, -4, -14%
COc1cccc(C2=NOC(C(=O)N3CCN(c4ccccc4)CC3)C2)c1OC (centres undefined)
 : ?, 2, 2%, 2, 6%, -6, -4%[46.1 µM], 1%, 0, -12%
Cc1ccc(CC(=S)N2CCOCC2)cc1
 : 14%, -4, 10%, /, 1%, 2, -4%, -6%, -1, 7%
Cc1ccc(C)c(N(CC(=O)NCc2ccco2)C(=O)CCC(=O)Nc2nccs2)c1
 : 4%, -2, -6%, 15, -7%, 22, -7%, -3%, 5, -6%
CO/N=C/NC(=O)c1ccc([N+](=O)[O-])c(CS(=O)(=O)c2ccc(Cl)cc2)c1
 : -2%, 3, -1%, -4, -1%, -12, 4%, 2%, -6, -25%

# Carrying on:
SMILES,ELG1 repair inh,KCNH2 WT inh,USP2a block,KCNH2 3.1 block,A-T KAP1 phos,TSHR antagonist,TCR act,Mito fusion yeast,TRPV1 agonist,Eya2 phos inh
CN1CCN(CC(C)(C)NS(=O)(=O)c2ccc(Cl)cc2)CC1,8%,-1,-2%,1,-9%,-12,6%,-5%,0,12%
CCn1c(SCC(=O)NNC(=S)Nc2ccc(C)cc2)nnc1-c1ccc(Cl)cc1,2%,5,-4%,9,3%,-13,0%[46.1 µM],0%,-6,-9%
COc1ccc(CNC(=O)/C=C/C(=O)O)cc1OC,2%,-2,5%,16,12%,29,0%[46.1 µM],-3%,-6,2%
Cc1nc2ccc(C(=O)N/N=C/c3ccccc3O)cc2[nH]1,?,-8,0%,8,-10%,11,-3%,-13%,4,-13%
NS(=O)(=O)c1cc(C(=O)OCC(=O)c2ccccc2)c(Cl)cc1Cl,2%,5,2%,-10,4%,-8,-10%,-2%,5,-4%
COc1cc(NC(=O)c2[nH]cnc2C(N)=O)cc(C(=O)Nc2cccc(C(F)(F)F)c2)c1,5.8µM*,-20,3%,-25,-13%,-28,-1%,/,/,13%
CN(C)CCCN(C(=O)COc1ccccc1)c1nc2ccc(F)cc2s1,7%,20,8%,-28,-4%,11,-1%,-4%,-1,-7%
COc1ccc(/C=C/C(=O)c2ccc(OC)cc2OC)c(OC)c1,?,1,-2%,-5,14%,-11,-1%,5%,0,-7%
O=C(CN1CCN(C(=O)N2CCOCC2)CC1)Nc1ccc(Br)cc1,/,-118*,/,-70*,/,/,2%,-4%,4,/
COc1ccccc1NC(=O)C1=C(C)Nc2nc(-c3ccccc3)nn2C1c1ccccn1 (centres undefined),?,-10,-1%,-9,-5%,-14,6%,1%,17,-3%
C=CCNC(=O)C(=O)NCCOc1ccccc1Cl,-11%,45,-5%,2,11%,11,-5%[46.1 µM],-4%,-6,3%
CCC1(C)Cc2ccccc2-c2nc3n(c(=O)c21)CCCCC3 (centres undefined),3%,-7,-1%,13,-4%,-4,1%,18%,?,-3%
COc1ccc(NC(=O)c2cc([N+](=O)[O-])ccc2NC(=O)CNCc2ccccn2)c(OC)c1,-12%,0,1%,-4,2%,-11,-75%,0%,-1,-9%
CC(=O)Nc1ccc(NC(=O)CCN2C(=O)C3CC=CCC3C2=O)cc1 (centres undefined),18%,-2,2%,-4,8%,0,-2%,-3%,-7,12%
C=CCc1c(C)[nH]c2c(OC)cccc2c1=S,-18%,-1,-3%,-9,3%,2,5%,4%,10,1%
CCO[C@H]1OC(C(=O)O)=C[C@@H](c2csc3ccccc23)[C@@H]1CCCO,10%,-10,2%,0,-18%,-16,-4%,-2%,0,3%
O=C(Nc1ccc(F)cc1)Nc1cccnc1Cl,?,10,-9%,10,-14%,-2,2%,6%,?,8%
COc1cccc(COC(=O)c2cc(S(=O)(=O)N3CCCCC3)ccc2N2CCOCC2)c1OC,?,-4,1%,-11,1%,8,0%,1%,0,11%
Nn1c(SCc2cccc3ccccc23)nnc1-c1ccco1,-4%,-18,-1%,0,1%,-5,5%,2%,1,-3%
COc1ccc(NC(=O)Cc2nnc(SCC(=O)Nc3ccc(F)cc3)n2C)cc1,5%,-2,-2%,-9,-6%,-2,3%,-3%,1,0%
